CaV13 ICDI inh: Primary screen for inhibitors of IQ motif and Ca2+-dependent inactivation inhibitor domain binding in CACNA1D, Förster resonance energy transfer in living cells, … | AID 743397 | HEK cells, CFP/YFP FRET ICDI-IQ, plate reader, 10 min; percent FRET-ratio fall versus neutral wells | inhibition, % at 12.3 µM | hit rate 0.098% among 340,000;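 active means mean replicate inhibition of at least 30% and at least 1% of replicates passing that level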;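 further: 0% = median of the neutral control wells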
m5-HT2A agonist: mouse HTR2A agonism via beta-arrestin recruitment; P35363; activation, % at 7.6 µM; hit rate 0.66% among 360,000; CHO-K1 mHTR2A beta-arrestin complementation, luminescence; percent of 30 µM serotonin response;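 active means activation above a run cutoff, the mean activation of all tested compounds plus 3 SD, cut at about 14% in these data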;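 further: 0% = plate median of compound wells and 100% = 30 µM serotonin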
Target sequence (P35363 whole entry, looked up): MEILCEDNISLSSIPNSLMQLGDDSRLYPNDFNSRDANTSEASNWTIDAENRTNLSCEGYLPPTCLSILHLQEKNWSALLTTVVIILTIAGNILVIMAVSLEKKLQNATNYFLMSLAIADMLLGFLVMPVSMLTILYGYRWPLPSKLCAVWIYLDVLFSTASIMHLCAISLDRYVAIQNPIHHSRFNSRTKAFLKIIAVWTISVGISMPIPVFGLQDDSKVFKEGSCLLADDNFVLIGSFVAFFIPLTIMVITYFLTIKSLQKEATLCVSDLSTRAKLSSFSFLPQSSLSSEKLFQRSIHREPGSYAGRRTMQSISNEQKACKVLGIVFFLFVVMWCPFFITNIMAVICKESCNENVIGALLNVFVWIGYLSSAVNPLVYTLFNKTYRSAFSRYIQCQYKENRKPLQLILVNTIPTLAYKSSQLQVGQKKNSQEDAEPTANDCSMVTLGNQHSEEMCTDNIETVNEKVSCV
iPSC survival up: enhancers of human iPSC single-cell survival; hit rate 0.044% among 360,000; hiPSC single-cell survival, ATPlite luminescence; 100% = ROCK inhibitor wells, 0% = DMSO; survival enhancement, % at 20 µM; in the data active means survival enhancement above about 18%;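 further: cells exposed to compounds for 16 hours before the ATP read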
Vif imaging: HIV Vif inhibition. HEK293T cells, Vif self-association by quenched fluorescence, imaging, 24 h. inhibition, % at 7.49 µM. hit rate 0.35% among 340,000. AID 602346; in the data active means inhibition above about 50%, passing the limit was not always enough; further: some results filed as inactive read as strong as hits
ABCB6 inh 2: human ABCB6 transporter inhibition | Q9NP58 | K562-ABCB6 porphyrin accumulation, flow cytometry, 1 h; stronger effect = lower value | fluorescence ratio to DMSO, % at 10 µM | hit rate 0.19% among 360,000 | AID 602162;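 active means fluorescence ratio to DMSO below 75%, the collection mean minus 3 SD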;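 further: signal is porphyrin accumulated inside mitochondria; 100% equals median channel fluorescence of DMSO control wells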
PDI turbidity: PDI (human) enzyme inhibition; P07237; PDI insulin aggregation turbidity, A650, 90 min; inhibition, % at 10 µM; hit rate 0.052% among 350,000;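 active means mean inhibition across replicates of 30% or more, whatever share of single replicates reach that level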;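 further: absorbance from insulin aggregation driven by PDI reduction with DTT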
Target sequence (P07237 whole entry, looked up): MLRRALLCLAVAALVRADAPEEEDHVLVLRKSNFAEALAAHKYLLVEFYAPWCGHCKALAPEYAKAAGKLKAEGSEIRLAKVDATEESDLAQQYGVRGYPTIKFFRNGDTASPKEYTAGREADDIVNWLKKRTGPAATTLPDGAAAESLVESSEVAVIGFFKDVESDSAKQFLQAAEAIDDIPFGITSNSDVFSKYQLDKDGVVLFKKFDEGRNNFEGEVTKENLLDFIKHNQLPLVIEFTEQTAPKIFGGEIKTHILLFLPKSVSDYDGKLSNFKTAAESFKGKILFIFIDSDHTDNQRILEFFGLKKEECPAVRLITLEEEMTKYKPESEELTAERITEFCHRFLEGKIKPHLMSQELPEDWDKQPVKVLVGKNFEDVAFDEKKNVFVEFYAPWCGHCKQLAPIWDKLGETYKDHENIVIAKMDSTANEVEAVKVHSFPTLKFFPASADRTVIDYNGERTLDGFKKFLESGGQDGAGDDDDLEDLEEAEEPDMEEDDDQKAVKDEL
aDG glyco up: increases alpha dystroglycan glycosylation | Pro5-aDG cells, alpha-DG glycosylation AlphaScreen (IIH6); 0% Pro5, 100% B10-LARGE cell signal | activation, % at 10 µM | hit rate 0.22% among 360,000 | AID 624168;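 active means activation of at least 8% versus controls, or a plate z-score of at least 8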;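 further: Pro5 are CHO cells carrying HIG-tagged alpha-DG that lacks glycosylation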
Glyco luc inh: blocks N-linked glycosylation in D54 reporter cells; D54 ERlucT glycosylation luciferase reporter, 24 h; percent of 100 nM tunicamycin response; reporter increase, % at 12.5 µM; hit rate 0.23% among 360,000;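 active means mean luciferase reporter signal, scaled so untreated is 0 and the glycosylation-blocking control 100, at or above a set limit in every replicate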;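 further: luciferase carries N-glycosylation sites so blocking glycosylation raises the light; 0% = median of neutral control wells and 100% = median of 100 nM tunicamycin wells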
Cardio protect: modulators protecting cardiomyocytes from myocardial damage; H9c2 cardiomyocytes, H2O2 injury protection, ATPLite, 2 h; protection from H2O2 cell death, % at 20 µM; hit rate 0.63% among 360,000;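 active means compounds giving at least 50% protection of heart cells from peroxide-induced death in the single-dose screen, raw or plate-pattern-corrected value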;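 further: 0% = DMSO wells with peroxide and 100% = DMSO wells without peroxide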
Granule exo inh: lytic granule exocytosis inhibition; TALL-104 LAMP-1 surface exposure, flow cytometry; cells stimulated with thapsigargin and PMA; inhibition, % at 10 µM; hit rate 0.66% among 360,000;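 active means inhibition above about 55%, limit read from the data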
* = called active by the depositor; nt = not tested or not shown.

SMILES	Glyco luc inh	ABCB6 inh 2	Cardio protect	CaV13 ICDI inh	aDG glyco up	m5-HT2A agonist	PDI turbidity	Granule exo inh	Vif imaging	iPSC survival up
CCCCn1c(N)c(N(CCOC)C(=O)CSCc2ccccc2C)c(=O)[nH]c1=O	2	93	6	-2	0.1	0	1	-9	9	0.5
CC1=Nn2c(nnc2-c2ccccc2Cl)SC1	0	97	1	-5	0.0	1	-13	-2	4	-2.6
Cc1nn(Cc2ccc(C(=O)N3c4ccc(F)cc4CCC3C)o2)c(C)c1Br (centres undefined)	-4	90	-10	-7	0.1	-6	15	2	4	4.2
CCC(C)(C)NC(=O)C(c1ccc(F)cc1)N(CCOC)C(=O)CCC(=O)Nc1nccs1 (centres undefined)	1	104	-1	-3	0.0	4	-11	-4	5	-0.6
CC(C)(C)c1cc(C(=O)N2CCc3ccccc3C2)ccn1	-2	94	-5	-3	0.0	-5	-5	7	-7	-0.8
COc1ccc(Cl)cc1S(=O)(=O)N1CCC(C(=O)NC2CC2)CC1	-1	98	-3	nt	0.1	3	2	-1	14	-0.2
Cc1ccc(-n2ncc(C(=O)NC3CC3)c2C2CCN(C(=O)OC(C)(C)C)CC2)c(C)c1	-1	95	8	-4	0.1	9	8	-1	-1	-0.2
COc1ccc(CCNC(=O)CN2C(=O)COc3ccc(S(=O)(=O)N4CCCC4)cc32)cc1OC	0	97	1	-2	0.0	-1	-11	-1	0	0.4

Additional results:
SMILES	Glyco luc inh	ABCB6 inh 2	Cardio protect	CaV13 ICDI inh	aDG glyco up	m5-HT2A agonist	PDI turbidity	Granule exo inh	Vif imaging	iPSC survival up
CC1(C)Cc2ccccc2C(C(Cc2ccccc2)C(N)=O)=N1 (centres undefined)	1	100	1	0	0.4	3	5	-1	5	-0.2
CCCC1=[N+](CC(=O)c2ccccc2)CCn2c(C)ccc21	1	100	-20	-5	0.0	-7	11	-1	5	2.2
Cc1ccc(C23OC(=O)C(C)(C)C2OC(=O)C3(C)C)cc1 (centres undefined)	0	91	-6	-5	0.2	-1	-2	0	3	-1.0
Cc1cc(C)c(NC(=O)CNC(=O)[C@@H]2CCCN2C(=O)c2cccs2)c(C)c1	1	99	0	-5	0.2	-1	-5	4	7	-1.4
COc1ccc(CC(NC(C)=O)C(=O)NC2CCN(c3c(Cc4ccccc4)c(C)nc4ncnn34)CC2)c(OC)c1 (centres undefined)	0	96	3	-5	-0.1	12	7	-11	-4	-0.1
CN1CCN(c2ccccc2NC(=O)c2ccccc2F)CC1	-2	101	-2	8	-0.1	-4	0	-2	-2	-0.7
Cc1cc(C)c2[nH]c(O)c(N=NC(=S)NCC3CCCO3)c2c1 (centres undefined)	6	98	7	-3	0.5	0	0	-1	-5	1.8
O=C(CCc1ccccc1)N1CCCC(Nc2ccc(F)cc2)C1 (centres undefined)	0	92	-6	-6	-0.1	-5	0	0	nt	0.9

Following part
SMILES	Glyco luc inh	ABCB6 inh 2	Cardio protect	CaV13 ICDI inh	aDG glyco up	m5-HT2A agonist	PDI turbidity	Granule exo inh	Vif imaging	iPSC survival up
COc1cc(S(=O)(=O)NCc2ccccc2)ccc1Br	-2	100	1	-5	0.0	-1	-1	-2	-2	1.2
COc1cccc(CC(=O)NNC(=O)CN(C)S(=O)(=O)c2ccc(C)cc2)c1	-1	106	-3	-3	-0.2	-3	5	-3	nt	-2.2
C/C(=N\NC(=O)c1ccc(F)cc1)c1ccc(N2CCOCC2)cc1	2	102	10	-14	0.1	0	-1	-2	3	0.9
c1ccc(-c2ccc(Oc3cc(N4CCOCC4)nc(-c4ccccc4)n3)cc2)cc1	-4	99	-10	-4	0.2	-3	-7	-1	nt	0.1
CC(=O)NC1C(Oc2ccc(C)cc2)OC2COC(c3ccco3)OC2C1O (centres undefined)	2	101	1	-5	0.1	-1	-4	0	1	-0.4
CN(C)c1ccnc(Oc2ccc(Cl)cc2)c1C#N	-1	95	-6	-9	-0.2	-1	-7	-1	0	-1.6
CN(C)c1ccc(Nc2ncnc3ccc(Br)cc23)cc1	-10	96	3	-4	0.2	-4	-14	10	-7	-0.3
Cc1ccc(S(=O)(=O)Nc2cc(C(=O)NCCN(C)C)ccc2N2CCCC2)cc1	-1	102	4	-3	-0.2	-8	-2	2	-1	0.1

Other results follow.
SMILES	Glyco luc inh	ABCB6 inh 2	Cardio protect	CaV13 ICDI inh	aDG glyco up	m5-HT2A agonist	PDI turbidity	Granule exo inh	Vif imaging	iPSC survival up
O=C(O)c1c(C(=O)O)c(-c2ccc(Cl)c(Cl)c2)n2c1CSC2	0	93	0	-4	-0.1	-3	3	4	-9	-0.1
CC(C)Nc1nc(NC(C)C)nc(OCCOC(=O)c2ccccc2)n1	-2	101	-5	-4	0.1	0	4	2	-11	0.3
COc1ccc(C(=O)NN2C(=O)C3C(c4ccccc4)C=CC(c4ccccc4)C3C2=O)cc1 (centres undefined)	-2	100	0	-4	0.2	3	0	7	2	1.2
CCCCOc1ccc(C(=O)NCC(=O)NNC(=O)c2ccco2)cc1	0	106	0	-6	0.1	-1	-1	-4	7	2.8
O=c1cc(Cc2ccc([N+](=O)[O-])cc2)[nH]c(=O)[nH]1	0	89	0	-3	0.1	1	4	8	-1	4.1
COc1ccc(CCNC(=O)CSc2nnnn2-c2ccc(OC)c(OC)c2)cc1OC	5	97	2	-4	-0.3	2	0	0	-1	1.5
C[C@@H]1CN([C@@H](C)CO)C(=O)CCCn2nncc2CO[C@H]1CN(C)Cc1cccc2c1OCCCO2	1	94	-5	-10	0.1	0	-12	-4	2	2.1
CCOC(=O)c1nnc2cc(-c3ccc(Br)cc3)nn2c1C	-1	98	1	nt	-0.5	2	-1	1	3	0.8

(listing goes on)
SMILES	Glyco luc inh	ABCB6 inh 2	Cardio protect	CaV13 ICDI inh	aDG glyco up	m5-HT2A agonist	PDI turbidity	Granule exo inh	Vif imaging	iPSC survival up
CCCCn1c(Cn2nc(C(=O)O)c3ccccc3c2=O)nc2cc(S(N)(=O)=O)ccc21	3	88	30	-7	-0.1	1	-3	-27	1	0.3
O=C(OCn1nnc2ccccc2c1=O)c1cc2ccccc2o1	1	100	4	7	0.0	-4	nt	3	-7	1.1
COC(=O)c1ccc(-c2nc(CN3CCN(C(=O)c4ccco4)CC3)c(C)o2)cc1	2	101	-5	-11	0.1	12	3	-3	0	5.6
CN1C(=O)N(C)c2ccc(C=O)c3cccc1c23	-3	96	1	-6	0.0	-4	-4	-2	3	-1.0
NC(=O)NC(=O)COC(=O)CCCSc1nc2ccccc2s1	-2	89	0	2	-0.1	-2	6	-2	-10	0.8
CC(Oc1ccc(F)cc1)c1nnc(SCC(=O)N(c2ccccc2)C2CCS(=O)(=O)C2)o1 (centres undefined)	-2	101	-1	-3	-0.1	-9	25	-2	-10	0.0
COc1cccc(C2=NOC(C(=O)N3CCN(Cc4ccccc4)CC3)C2)c1OC (centres undefined)	0	97	-4	-4	0.1	-1	-4	-4	nt	-0.9
COCC1CCN(Cc2c(C(=O)N3CCOCC3)nc3c(C)cccn23)C1 (centres undefined)	1	97	6	-5	0.1	-2	-5	-7	-9	1.7

(cont.)
SMILES	Glyco luc inh	ABCB6 inh 2	Cardio protect	CaV13 ICDI inh	aDG glyco up	m5-HT2A agonist	PDI turbidity	Granule exo inh	Vif imaging	iPSC survival up
COc1cccc(/C=C2\SC(=S)N(CCCC(=O)N3CCCCC3)C2=O)c1	3	103	-19	-5	0.5	2	-1	-9	-6	-0.2
NNc1ccc2c(C(F)(F)F)cc(C(F)(F)F)nc2n1	2	102	5	-7	-0.7	3	-6	5	1	0.8
NS(=O)(=O)c1ccc(N=Nc2c[nH]c(=O)c(O)c2)cc1	-3	99	-2	-23	-0.1	-9	-4	-1	-8	-0.5
O=C(CSc1nnc(-c2cccs2)o1)OC1CCCCC1	1	100	7	-4	0.1	1	3	-2	9	0.6
CCC(=O)NCCc1nc2cc(NC(=O)c3cccc([N+](=O)[O-])c3)ccc2n1C	-1	102	10	-3	1.7	-3	-8	-7	-10	1.6
COc1ccccc1C1CC(=O)Oc2cc(OC)c(OC)c(OC)c21 (centres undefined)	1	104	-6	-5	0.0	2	-11	-5	1	0.1
COc1ccccc1CNC(=O)CNC(=O)c1ccc(Br)o1	1	98	1	-10	0.2	6	-5	1	4	1.0
COc1ccc(C(=O)Nc2cccc(-c3csc(C)n3)c2)cc1S(=O)(=O)N1CCCC1	-4	92	21	-4	-0.6	4	15	1	-1	-0.3

Next section
SMILES	Glyco luc inh	ABCB6 inh 2	Cardio protect	CaV13 ICDI inh	aDG glyco up	m5-HT2A agonist	PDI turbidity	Granule exo inh	Vif imaging	iPSC survival up
CC(NC(=O)OCc1ccccc1)C(=O)NCC(=O)NC(Cc1ccc(OC(C)(C)C)cc1)C(=O)OC(C)(C)C (centres undefined)	-1	97	-4	-3	0.2	0	8	-3	2	1.0
Cc1ccccc1Cn1c(=N)n(CC(=O)c2ccc([N+](=O)[O-])cc2)c2ccccc21	10	103	-19	20	0.2	-3	-8	27	-2	-1.4
O=C(COC(=O)CNC(=O)c1ccc(Cl)cc1Cl)NC1CC1	2	93	3	-5	0.0	-4	2	-4	1	9.7
O=C(O)C1CCN(C(=O)CCc2ccccc2)CC1	4	103	-1	-4	0.1	1	0	-2	0	-0.6
Cc1ccc(CNCCCn2cnc(C(=O)Nc3ccc(C)c(C)c3)n2)o1	8	98	24	-9	-0.1	-1	14	9	nt	0.2
CCN(CC)CCSc1nc(O)c(-c2ccccc2)c(=O)n1-c1ccccc1	1	89	0	4	0.0	1	-3	-1	13	0.5
Cc1cc(C)nc(SCc2ccc(C(=O)NN=C3CCCC3)cc2)n1	0	99	8	1	0.3	-5	-1	-1	8	2.6
Cc1ccc(NC(=O)C2(C)CCCN2C)cc1C (centres undefined)	1	103	13	-9	-0.1	3	-4	-2	23	-1.2
CC1=C/C(=N\N=C2\NC(=O)C(CC(=O)Nc3ccccc3)S2)CC(C)(C)C1 (centres undefined)	0	88	9	-4	0.0	8	-4	2	2	-0.8
O=C(CN1C(=O)NC2(CCCC2)C1=O)N1CCN(S(=O)(=O)c2ccc(Cl)c(C(F)(F)F)c2)CC1	0	95	-2	-2	-0.2	5	8	12	nt	0.3
O=C(COC(=O)c1cc(=O)[nH]c(=O)[nH]1)NCc1ccccc1	3	96	5	-5	-0.2	8	10	1	7	0.0

Bioassay records: PubChem BioAssay, several laboratories

Not a hit list; 3.1% or so of the library scored in one or more.
